PDI inh = PDI (human) enzyme inhibition; P07237; PDI insulin aggregation turbidity, A650, 90 min; inhibition, % at 10 µM; actives 0.052% (n = 350,000); AID 588391;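 active = mean inhibition across replicates of 30% or more, whatever share of single replicates reach that level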;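 note: absorbance from insulin aggregation driven by PDI reduction with DTT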
Cardio protect = protects H9c2 cardiomyocytes from peroxide injury; actives 0.63% (n = 360,000); protection from H2O2 cell death, % at 20 µM; H2O2 injury protection, ATPLite, 2 h;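 active = compounds giving at least 50% protection of heart cells from peroxide-induced death in the single-dose screen, raw or plate-pattern-corrected value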;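 note: 0% = DMSO wells with peroxide and 100% = DMSO wells without peroxide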
Exocytosis inh = blocks lytic granule exocytosis; TALL-104 LAMP-1 surface exposure, flow cytometry; cells stimulated with thapsigargin and PMA; inhibition, % at 10 µM; actives 0.66% (n = 360,000);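 active = inhibition above about 55%, limit read from the data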
CaV13 FRET inh = Disruptors of the CACNA1D IQ motif to Ca2+-dependent inactivation inhibitor domain association, primary screening, Förster resonance energy transfer in intact living …. HEK cells, CFP/YFP FRET ICDI-IQ, plate reader, 10 min; percent FRET-ratio fall versus neutral wells. inhibition, % at 12.3 µM. actives 0.098% (n = 340,000);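 active = mean replicate inhibition of at least 30% and at least 1% of replicates passing that level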;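 note: 0% = median of the neutral control wells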
Vif imaging = HIV Vif inhibition; HEK293T cells, Vif self-association by quenched fluorescence, imaging, 24 h; inhibition, % at 7.49 µM; actives 0.35% (n = 340,000); AID 602346; in the data active = inhibition above about 50%, passing the limit was not always enough; note: some results filed as inactive read as strong as hits
HTR2A ag = activates the mouse 5-HT2A serotonin receptor; CHO-K1 mHTR2A beta-arrestin complementation, luminescence; percent of 30 µM serotonin response; activation, % at 7.6 µM; actives 0.66% (n = 360,000); AID 624169;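 active = activation above a run cutoff, the mean activation of all tested compounds plus 3 SD, cut at about 14% in these data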;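 note: 0% = plate median of compound wells and 100% = 30 µM serotonin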
Glyco luc inh = blocks N-linked glycosylation in D54 reporter cells; reporter increase, % at 12.5 µM; D54 ERlucT glycosylation luciferase reporter, 24 h; percent of 100 nM tunicamycin response; actives 0.23% (n = 360,000); AID 588692;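 active = mean luciferase reporter signal, scaled so untreated is 0 and the glycosylation-blocking control 100, at or above a set limit in every replicate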;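 note: luciferase carries N-glycosylation sites so blocking glycosylation raises the light; 0% = median of neutral control wells and 100% = median of 100 nM tunicamycin wells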
ABCB6 inh 2 = blocks the human ABCB6 transporter | Q9NP58 | K562-ABCB6 porphyrin accumulation, flow cytometry, 1 h; stronger effect = lower value | fluorescence ratio to DMSO, % at 10 µM | actives 0.19% (n = 360,000);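 active = fluorescence ratio to DMSO below 75%, the collection mean minus 3 SD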;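 note: signal is porphyrin accumulated inside mitochondria; 100% equals median channel fluorescence of DMSO control wells; lower ratio means ABCB6 inhibition with less porphyrin fluorescence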
Target sequence (Q9NP58 whole entry, looked up): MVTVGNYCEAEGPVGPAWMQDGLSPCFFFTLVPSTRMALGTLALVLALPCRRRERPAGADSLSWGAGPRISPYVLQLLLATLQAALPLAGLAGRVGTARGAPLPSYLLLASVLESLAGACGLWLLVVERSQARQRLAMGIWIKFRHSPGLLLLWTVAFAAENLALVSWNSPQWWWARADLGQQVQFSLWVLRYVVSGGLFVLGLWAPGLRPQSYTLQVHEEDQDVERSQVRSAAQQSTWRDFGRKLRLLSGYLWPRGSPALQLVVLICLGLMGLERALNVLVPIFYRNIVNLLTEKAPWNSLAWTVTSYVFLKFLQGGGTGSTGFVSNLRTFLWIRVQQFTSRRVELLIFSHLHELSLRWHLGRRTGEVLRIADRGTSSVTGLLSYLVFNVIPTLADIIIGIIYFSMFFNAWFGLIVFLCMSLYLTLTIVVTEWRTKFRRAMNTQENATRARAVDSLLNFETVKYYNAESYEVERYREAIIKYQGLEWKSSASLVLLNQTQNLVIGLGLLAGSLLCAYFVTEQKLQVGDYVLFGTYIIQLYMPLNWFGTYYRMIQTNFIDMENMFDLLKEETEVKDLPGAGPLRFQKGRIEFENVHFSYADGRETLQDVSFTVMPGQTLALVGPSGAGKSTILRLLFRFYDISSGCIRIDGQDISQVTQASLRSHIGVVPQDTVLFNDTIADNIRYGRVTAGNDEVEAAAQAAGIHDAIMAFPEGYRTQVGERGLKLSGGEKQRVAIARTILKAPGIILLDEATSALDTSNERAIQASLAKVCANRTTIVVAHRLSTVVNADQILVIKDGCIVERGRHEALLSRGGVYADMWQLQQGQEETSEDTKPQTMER
aDG glyco up = increases alpha dystroglycan glycosylation; Pro5-aDG cells, alpha-DG glycosylation AlphaScreen (IIH6); 0% Pro5, 100% B10-LARGE cell signal; activation, % at 10 µM; actives 0.22% (n = 360,000); AID 624168;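 active = activation of at least 8% versus controls, or a plate z-score of at least 8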;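 note: Pro5 are CHO cells carrying HIG-tagged alpha-DG that lacks glycosylation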
hiPSC survival = increases survival of single human iPS cells. hiPSC single-cell survival, ATPlite luminescence; 100% = ROCK inhibitor wells, 0% = DMSO. survival enhancement, % at 20 µM. actives 0.044% (n = 360,000); in the data active = survival enhancement above about 18%;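 note: cells exposed to compounds for 16 hours before the ATP read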
Starred values were filed as active, the others as inactive; / = not tested or not shown.

| mol | PDI inh | Cardio protect | Exocytosis inh | CaV13 FRET inh | Vif imaging | HTR2A ag | Glyco luc inh | ABCB6 inh 2 | aDG glyco up | hiPSC survival |
| --- | --- | --- | --- | --- | --- | --- | --- | --- | --- | --- |
| O=C(COC(=O)c1cncc(Br)c1)Nc1ccc(F)c(F)c1F | -4 | 3 | -8 | -7 | 3 | -7 | 2 | 88 | 0.1 | -0.5 |
| O=C(Cc1ccc(S(=O)(=O)N2CCCC2)s1)Nc1cccc([N+](=O)[O-])c1 | -3 | 3 | -4 | -2 | -2 | -9 | -1 | 105 | -0.1 | 1.3 |
| CCCCCCCC(=O)N1c2ccccc2NC(=O)C1CC(=O)Nc1ccc(C(=O)O)cc1 (stereo unspecified) | 0 | 6 | 9 | -3 | 19 | -2 | -1 | 101 | -0.1 | 0.0 |
| COc1cccc(-n2nnc3c(=O)n(CC(=O)N4CCCCC4)cnc32)c1 | -5 | 8 | 6 | -8 | -1 | -3 | 0 | 99 | -0.2 | 1.4 |
| CC(=O)Nc1ccc(NC(=O)COc2ccc(Br)cc2C)cc1 | 3 | 8 | 0 | -5 | -12 | 0 | 2 | 105 | 0.0 | 0.2 |
| CCOC(=O)c1cccc(NC(=O)CSc2nnc(C)n2Cc2ccccc2)c1 | -1 | 3 | -1 | -6 | -2 | -2 | 2 | 98 | 0.2 | -1.1 |
| O=C(N/N=C/c1ccc2nccnc2c1)c1cccc([N+](=O)[O-])c1 | 0 | 0 | -4 | -6 | -4 | -1 | 5 | 103 | 0.0 | 0.3 |
| O=Nc1c(O)n(Cc2cccc(C(F)(F)F)c2)c2ccccc12 | 7 | -8 | 2 | 2 | -2 | 16* | -7 | 94 | -0.2 | 3.9 |
| O=C(Cc1cccs1)N/N=C/C=C\c1ccccc1[N+](=O)[O-] | 2 | -2 | 2 | -7 | -6 | -1 | 0 | 101 | 0.2 | 1.6 |
| COC(=O)C[C@@H]1C=C[C@@H](NC(=O)NC2CCCC2)[C@@H](CO)O1 | / | / | -6 | -4 | / | 0 | / | / | -0.3 | / |
| O=C(COC(=O)CCOc1ccccc1)NCc1ccco1 | 6 | 3 | -5 | / | 1 | -1 | -2 | / | 0.2 | 7.4 |
| O=C1/C(=C/c2cccs2)N=C(c2cccs2)N1Nc1ccccc1 | 4 | 2 | -4 | / | 0 | -1 | -5 | / | -0.1 | -1.6 |
| CN1CCCN(C(=O)c2ccc(Cl)c(S(=O)(=O)N(C)c3ccccc3)c2)CC1 | 6 | 4 | 0 | -6 | -3 | 0 | 1 | 105 | 0.0 | 0.4 |
| CC(=O)Nc1ccc2nc(-c3ccco3)[nH]c2c1 | 1 | -3 | -4 | -2 | 3 | 1 | 0 | 98 | -0.1 | 0.0 |
| COc1ccccc1NS(=O)(=O)c1cccc(C(=O)NN)c1 | 7 | 5 | -2 | -4 | 5 | -2 | 2 | 104 | -0.1 | -2.8 |
| COc1cccc(C(=O)NC2=NCCS2)c1 | -3 | -13 | 0 | -4 | 14 | 2 | -12 | 99 | -0.1 | -2.5 |
| CC(/C=N/NC(=O)c1cc(C2CC2)[nH]n1)=C\c1ccccc1 | -4 | -2 | 2 | -14 | 14 | -3 | 11 | 93 | 0.0 | 0.3 |
| Cc1nc2nc(SCC(=O)NCCCN3CCCC3)nn2c(C)c1Cc1ccccc1Cl | -2 | 6 | 0 | -2 | 0 | -10 | -6 | 94 | 0.0 | -0.3 |
| O=C(Nc1ccc2oc(-c3ccccc3)nc2c1)c1cccs1 | 7 | -12 | 0 | -4 | / | 0 | -5 | 89 | 1.1 | -2.5 |
| COc1ccc2ccccc2c1CN1CCN(C(=O)c2ccco2)CC1 | -5 | 2 | -7 | -3 | 5 | 17* | -1 | 97 | -0.1 | -0.4 |
| C=CCOc1ccc(/C=C/C(=O)OCC(=O)NCc2ccco2)cc1 | -4 | -15 | -6 | -7 | 2 | 5 | 2 | 101 | 0.0 | 0.4 |
| Cc1ccsc1C(=O)NCCC(c1ccccc1)c1ccccc1 | -1 | 8 | 6 | -2 | -11 | -2 | -2 | 98 | 1.5 | -0.1 |
| CC(C)CC1C(=O)N(Cc2cn(Cc3ccco3)nn2)CCS(=O)(=O)N1Cc1ccc(-c2ccccc2)cc1 (stereo unspecified) | 8 | -18 | 10 | -4 | -2 | -2 | -3 | 94 | 0.1 | -0.5 |
| CCCC(=O)NNC(=O)CC(=O)Nc1ccccc1C(=O)O | -1 | 4 | -2 | 0 | 3 | 4 | 2 | 97 | 0.0 | 0.0 |
| Cc1ccc(NC(=O)COc2cccc(Oc3ccccc3)c2)cc1S(=O)(=O)N1CCOCC1 | 14 | -12 | 5 | -5 | -13 | 8 | -4 | 96 | 0.1 | -1.4 |
| CSc1nnc(Cn2c(=O)sc3ccccc32)n1-c1ccccc1C | / | 20 | -2 | -2 | -8 | 4 | -1 | 96 | 0.0 | -1.8 |
| CC1(C)CC(=O)C=C(C(=O)N2CCCC(CCC(=O)NCc3ccccc3F)C2)O1 (stereo unspecified) | 0 | -1 | -2 | -6 | 2 | 2 | 1 | 99 | 0.2 | -0.5 |
| COc1ccc(CC(=O)NNC(=O)[C@@H]2CCCC[C@@H]2C(=O)O)cc1 | 7 | 3 | 1 | / | -7 | -6 | -1 | 94 | 0.0 | 0.2 |

Two records drawn at random from the list so far, as already listed:
| mol | PDI inh | Cardio protect | Exocytosis inh | CaV13 FRET inh | Vif imaging | HTR2A ag | Glyco luc inh | ABCB6 inh 2 | aDG glyco up | hiPSC survival |
| --- | --- | --- | --- | --- | --- | --- | --- | --- | --- | --- |
| O=C(Cc1cccs1)N/N=C/C=C\c1ccccc1[N+](=O)[O-] | 2 | -2 | 2 | -7 | -6 | -1 | 0 | 101 | 0.2 | 1.6 |
| O=Nc1c(O)n(Cc2cccc(C(F)(F)F)c2)c2ccccc12 | 7 | -8 | 2 | 2 | -2 | 16* | -7 | 94 | -0.2 | 3.9 |

Taken from the results shown for reference:
| mol | PDI inh | Cardio protect | Exocytosis inh | CaV13 FRET inh | Vif imaging | HTR2A ag | Glyco luc inh | ABCB6 inh 2 | aDG glyco up | hiPSC survival |
| --- | --- | --- | --- | --- | --- | --- | --- | --- | --- | --- |
| O=C(N/N=C/c1ccc2nccnc2c1)c1cccc([N+](=O)[O-])c1 | 0 | 0 | -4 | -6 | -4 | -1 | 5 | 103 | 0.0 | 0.3 |
| O=Nc1c(O)n(Cc2cccc(C(F)(F)F)c2)c2ccccc12 | 7 | -8 | 2 | 2 | -2 | 16* | -7 | 94 | -0.2 | 3.9 |
| O=C(Cc1cccs1)N/N=C/C=C\c1ccccc1[N+](=O)[O-] | 2 | -2 | 2 | -7 | -6 | -1 | 0 | 101 | 0.2 | 1.6 |
| COC(=O)C[C@@H]1C=C[C@@H](NC(=O)NC2CCCC2)[C@@H](CO)O1 | / | / | -6 | -4 | / | 0 | / | / | -0.3 | / |
| O=C(COC(=O)CCOc1ccccc1)NCc1ccco1 | 6 | 3 | -5 | / | 1 | -1 | -2 | / | 0.2 | 7.4 |
| O=C1/C(=C/c2cccs2)N=C(c2cccs2)N1Nc1ccccc1 | 4 | 2 | -4 | / | 0 | -1 | -5 | / | -0.1 | -1.6 |
| CN1CCCN(C(=O)c2ccc(Cl)c(S(=O)(=O)N(C)c3ccccc3)c2)CC1 | 6 | 4 | 0 | -6 | -3 | 0 | 1 | 105 | 0.0 | 0.4 |
| CC(=O)Nc1ccc2nc(-c3ccco3)[nH]c2c1 | 1 | -3 | -4 | -2 | 3 | 1 | 0 | 98 | -0.1 | 0.0 |
| COc1ccccc1NS(=O)(=O)c1cccc(C(=O)NN)c1 | 7 | 5 | -2 | -4 | 5 | -2 | 2 | 104 | -0.1 | -2.8 |
| COc1cccc(C(=O)NC2=NCCS2)c1 | -3 | -13 | 0 | -4 | 14 | 2 | -12 | 99 | -0.1 | -2.5 |
| CC(/C=N/NC(=O)c1cc(C2CC2)[nH]n1)=C\c1ccccc1 | -4 | -2 | 2 | -14 | 14 | -3 | 11 | 93 | 0.0 | 0.3 |
| Cc1nc2nc(SCC(=O)NCCCN3CCCC3)nn2c(C)c1Cc1ccccc1Cl | -2 | 6 | 0 | -2 | 0 | -10 | -6 | 94 | 0.0 | -0.3 |
| O=C(Nc1ccc2oc(-c3ccccc3)nc2c1)c1cccs1 | 7 | -12 | 0 | -4 | / | 0 | -5 | 89 | 1.1 | -2.5 |
| COc1ccc2ccccc2c1CN1CCN(C(=O)c2ccco2)CC1 | -5 | 2 | -7 | -3 | 5 | 17* | -1 | 97 | -0.1 | -0.4 |

Compound activity: PubChem BioAssay, several laboratories

Outcome played no part in choosing rows (roughly 3.1% active in at least one column).
